# ERG-DNA inh: blocks human ERG Ets domain binding to DNA | 0.028% of 370,000 active | P11308 | fluorescence polarization, His-ERG Ets domain / labelled DNA | AID 624246 | Potency, µM (top dose mostly 76.9 µM), for the others: top-dose FP activity, negative = inhibition, most hits filed as inhibitors; active = well fitted inhibition curve with a large enough effect in the polarisation, with a control signal flat; inconclusive = small, poorly fitted or top-dose-only effect, or effect the other way, or a change in a side signal; inactive = no such curve, though single readings can be large or run the other way; the % refers to the polarisation;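 also: polarization taken with two DNA probes labelled with fluorescein and Texas red; potency is read from the fitted curve at half-maximal effect; % of control where 0% means no effect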
#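 His-tagged ERG Ets domain (1 uM in the protein solution; 300mM KCl, 50mM Tris-HCl, 1mM EDTA, 1mM DTT, pH 7.5) received compound, then a probe mix of 5 nM fluorescein-DNA and 100nM Texas-615-DNA. Fluorescence polarization was read for both dyes.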
# LDHA block: blocks human lactate dehydrogenase A. 0.15% of 480,000 active. P00338. activity change, % (values are at about 110 or 230 µM). purified LDHA, NADH/diaphorase-resazurin fluorescence; active compounds read low. AID 1347041; in the data active = activity change below about -30%; inconclusive = mostly about -25% to -30%;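 also: plate controls were DMSO wells for no effect and wells without enzyme for full effect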
#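 Remaining NADH was detected by diaphorase (0.133 mg/mL) converting 37 µM resazurin to fluorescent resorufin, read at 0 and 20 minutes. The preceding 5-minute room-temperature reaction used 2 nM LDHA, 0.2 mM sodium pyruvate and 0.06 mM NADH at pH 7.4.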
# D2 agonist: D2 dopamine receptor (human) agonism; HEK293 T-REx D2 cells, calcium flux agonist mode; P14416; AID 485358; 0.53% of 340,000 active; activation, % at 2 µM;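 active = activation over 3 SD above normal in the single-dose calcium agonist read, cut at about 30% in these data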; also: 0% is about no effect
# Target sequence (P14416 whole entry, looked up): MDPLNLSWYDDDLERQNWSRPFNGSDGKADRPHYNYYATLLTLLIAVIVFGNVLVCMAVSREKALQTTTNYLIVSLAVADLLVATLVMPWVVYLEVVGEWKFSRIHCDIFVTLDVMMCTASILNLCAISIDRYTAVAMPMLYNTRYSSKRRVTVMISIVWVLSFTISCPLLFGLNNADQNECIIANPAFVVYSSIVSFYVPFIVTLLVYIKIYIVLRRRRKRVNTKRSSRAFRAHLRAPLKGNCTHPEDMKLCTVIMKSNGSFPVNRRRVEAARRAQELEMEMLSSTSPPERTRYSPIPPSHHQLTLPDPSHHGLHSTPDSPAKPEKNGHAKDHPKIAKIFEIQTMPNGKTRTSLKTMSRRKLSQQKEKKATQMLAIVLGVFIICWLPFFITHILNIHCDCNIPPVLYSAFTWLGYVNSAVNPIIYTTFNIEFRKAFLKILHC
#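 In this primary screen, compounds producing a positive calcium signal within 180 s of addition to tetracycline-induced, force-coupled HEK293 Trex D2 cells are flagged; cells are dye-loaded with a no-wash calcium kit beforehand.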
# Vif-A3G inh: blocks the Vif interaction with human APOBEC3G; AID 602310; 0.076% of 410,000 active; Q9HC16; HeLa A3G-eYFP + Vif (tagged APOBEC3G with the HIV-1 protein that degrades it), YFP fluorescence, overnight; Potency, µM (highest dose often 46.1 µM), for the others: at the top dose activity, negative = active, actives largely listed as inhibitors;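 also: potency is read from the fitted curve at half-maximal effect; % is scaled to controls: 0 for no effect and ±100 for the full control effect; nearly all actives have a fitted effect of over 60% in size; hits raise eYFP signal because A3G escapes Vif-driven loss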
#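 Read-out is eYFP fluorescence (Ex 488/Em 500-530) from Vif-expressing HeLa A3G-eYFP cells; more signal means A3G escaped Vif-mediated degradation. Cells plated overnight, compound pinned in, incubated overnight at 37 deg C.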
# GRP78 ERSR act: induces the endoplasmic reticulum stress response in human glioma cells. Potency, µM, without a hit: top-dose activation, most hits filed as activators. 0.02% of 420,000 active. AID 602332. U87-MG GRP78 promoter luciferase reporter, 16 h; also: potency is read from the fitted curve at half-maximal effect; series mostly up to about 76 µM; % of control where 0% means no effect; nearly all actives have a fitted effect of over 35% in size
#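 Stably transfected U87-MG glioma cells carrying a GRP78-based luciferase sensor; 16 h compound incubation. Luminescence end-point read 10 min after Bright-Glo addition at room temperature.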
# Vif-A3F inh: inhibitors of Vif-A3F interaction. HeLa A3F-eYFP + Vif (tagged APOBEC3F with the HIV-1 protein that degrades it), YFP fluorescence increase. Potency, µM (top dose mostly 46.1 µM), for the others: at the highest dose activity, negative = active. 0.2% of 390,000 active. AID 602313; also: potency is read from the fitted curve at half-maximal effect; % of control where 0% means no effect; nearly all actives have a fitted effect of over 65% in size
#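 Fluorescence increase (Ex 488/Em 500-530) after overnight compound treatment at 37 deg C flags inhibition of Vif-driven A3F-eYFP loss in stable HeLa A3F-eYFP/Vif cells seeded overnight beforehand.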
# RGS4 inh: inhibitors of human regulator of G protein signaling 4 | AID 504845 | 0.039% of 390,000 active | Transcreener GDP fluorescence polarization, RGS4-accelerated GTP hydrolysis | Potency, µM (doses to about 114 µM), for inactives: top-dose activity change, negative = inhibition, actives largely listed as inhibitors; also: potency is read from the fitted curve at half-maximal effect; % is scaled to controls: 0 for no effect and ±100 for the full control effect; nearly all actives have a fitted effect of over 75% in size; some results filed as inactive show a strong effect at the top dose
# Target sequence (P49798 whole entry, looked up): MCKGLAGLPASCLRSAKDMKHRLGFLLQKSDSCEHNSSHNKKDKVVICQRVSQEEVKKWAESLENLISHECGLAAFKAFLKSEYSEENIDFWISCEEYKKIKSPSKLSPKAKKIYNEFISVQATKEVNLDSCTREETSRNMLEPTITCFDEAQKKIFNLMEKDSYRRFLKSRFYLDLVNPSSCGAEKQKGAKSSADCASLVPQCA
#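 MLSMR compounds (23 nl, pin-transferred) preincubated 10 min at room temperature with a 500nM (2x) first reagent, then RGS4 at 900nM (2x) plus Transcreener GDP mix added; fluorescence polarization (620/688 nm) read before and after 90 min at 30 °C.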
# D2 antag: antagonizes the human D2 dopamine receptor. inhibition, % at 10 µM. 2% of 340,000 active. HEK293 TREx D2 cells, calcium flux, dopamine EC80. AID 485344. P14416; in the data active = inhibition above about 30%; also: 0% is about no effect
#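 Antagonism is scored as inhibition of an EC80 dopamine-evoked calcium signal in a force-coupled, tetracycline-inducible HEK293 T-REx D2 line, with compound present 180 s before agonist.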
# ALOX12 inh: inhibitors of human 12S-lipoxygenase ALOX12; purified 12hLO, xylenol orange hydroperoxide absorbance; Potency, µM (highest dose often 108 µM), inactives show top-dose activity change, negative = inhibition, usual class: inhibitors; 1.1% of 580,000 active; also: potency is read from the fitted curve at half-maximal effect; % is scaled to controls: 0 for no effect and ±100 for the full control effect
#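 Purified human 12hLO at 150 nM in 25 mM Hepes, 0.01% Triton X-100, pH 7.0, preincubated 15 min at room temperature with compound. Reaction started with 40 uM arachidonic acid, 30 min at room temperature. Hydroperoxide measured by Fe-xylenol orange, 573/405 nm absorbance ratio.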
# * hit, by the source's call; ? = inconclusive; · = no result given; [ ] = another dose, or the depositor's remark. Unless noted, calls follow the shape of the dose curve; as a rule, active = well fitted curve in the direction sought with a large enough effect; inconclusive = small, poorly fitted or top-dose-only effect, or another doubt; inactive = no such curve, though single readings can be large; an effect the other way counts as inactive or inconclusive.
SMILES,ERG-DNA inh,LDHA block,D2 agonist,Vif-A3G inh,GRP78 ERSR act,Vif-A3F inh,RGS4 inh,D2 antag,ALOX12 inh
Cc1cc(C(=O)N/N=C/c2c(C)nn(-c3ccccc3)c2C)c(C)o1,-3%,-5,-1.2,-8%,5%,-1%,-5%,-30,0%
CCOC(=O)c1ccccc1NC(=O)N1CCC(CN2CCOCC2)CC1,-1%,-10,·,1%,-4%,-8%,-20%,·,-7%
C=C(C)c1cccc(C(C)(C)NC(=O)NCc2cccnc2)c1,-13%,-2,0.0,0%,-5%,3%,-34%,-10,?
COc1ccc(C(=O)N2CCN=C2SCc2cccnc2)cc1OC,-3%,-3,0.4,0%,-3%,2%,-10%,12,18%
O=C(NNS(=O)(=O)c1ccc(F)cc1)c1cnccn1,-8%,2,0.5,-1%,-6%,2%,-20%,14,0%
COc1ccc(/C=N\NC(=O)c2ccccc2Cl)cc1COc1c(F)c(F)c(F)c(F)c1F,-4%,-3,0.2,?,-3%,-5%,-5%,1,10%
Cc1cc(NC(=O)c2cc(-c3ccc(F)cc3)on2)nn1Cc1ccc(Cl)cc1,2%,-8,1.1,13%,-5%,-6%,10%,·,-12%
CCN(CC)c1nc(Oc2ccc(=O)[nH]n2)nc(N2CCOCC2)n1,3%,-7,1.4,0%,-5%,2%,-17%,-4,0%
CCCCc1ccc(NS(=O)(=O)c2cccc(C(=O)N3CCNC(=O)C3)c2)cc1,3%,-9,-0.1,1%,-1%,-27%,18%,-5,3%
COc1cc(C2Nc3ccccc3C(=O)N2Cc2ccco2)ccc1O (configuration not stated),·,0,·,-1%,-1%,·,-4%,·,·
CC(/C=C1\SC(=S)N(CC(=O)N2CCN(c3ccccc3)CC2)C1=O)=C\c1ccccc1,3%,-9,-1.6,1%,5%,0%,8%,-10,1%
Cc1c(C(=O)NCc2ccc3c(c2)OCCO3)sc(=O)n1Cc1ccc(S(=O)(=O)N(C)C)cc1,·,-4,·,0%,-3%,·,·,·,-3%

# Entries of single compounds, looked up by structure. Screens in order: ERG-DNA inh	LDHA block	D2 agonist	Vif-A3G inh	GRP78 ERSR act	Vif-A3F inh	RGS4 inh	D2 antag	ALOX12 inh
# C=C(C)c1cccc(C(C)(C)NC(=O)NCc2cccnc2)c1 is listed with -13%	-2	0.0	0%	-5%	3%	-34%	-10	?
# Cc1c(C(=O)NCc2ccc3c(c2)OCCO3)sc(=O)n1Cc1ccc(S(=O)(=O)N(C)C)cc1 is listed with ·	-4	·	0%	-3%	·	·	·	-3%
# COc1cc(C2Nc3ccccc3C(=O)N2Cc2ccco2)ccc1O (configuration not stated) is listed with ·	0	·	-1%	-1%	·	-4%	·	·
# Cc1cc(NC(=O)c2cc(-c3ccc(F)cc3)on2)nn1Cc1ccc(Cl)cc1 is listed with 2%	-8	1.1	13%	-5%	-6%	10%	·	-12%

# (continued)
SMILES,ERG-DNA inh,LDHA block,D2 agonist,Vif-A3G inh,GRP78 ERSR act,Vif-A3F inh,RGS4 inh,D2 antag,ALOX12 inh
Cc1cc(N2CCC(C)CC2)n2nc(C)c(-c3ccccc3)c2n1,-1%,-12,0.2,-1%,-3%,·,-6%,-16,12%
COC(=O)c1ccc(C)c(NC(=O)CCSc2ccccc2)c1,5%,-4,-0.3,2%,-6%,-9%,-9%[11.4 µM],-4,0%
O=C(O)c1cc2c(N3CCC(Cc4ccccc4)CC3)ncnc2s1,-11%,-9,24,?,3%,-3%,-2%,14,-4%
Cc1ccsc1C(=O)N1CCCC(CO)(Cc2ccccc2F)C1 (configuration not stated),0%,-3,-0.2,3%,-5%,6%,-23%,23,2%
C#CCOC(=O)/C(=C/c1ccc(F)cc1)NC(C)=O,-8%,-3,-1.3,2%,-3%,10%,19%,-18,8%
CCCCCCCC(=O)N/N=C/c1ccc(Br)cc1,2%,3,1.0,-6%,7%,-1%,-6%,-4,-18%
CCOC(=O)COc1ccc(S(=O)(=O)N2CCN(c3ccc(F)cc3)CC2)cc1,-6%,-1,-1.5,-1%,?,-2%,-14%,0,-13%
CN=C1SC(C(=O)O)CC(=O)N1C (configuration not stated),-6%,-6,-0.4,1%,-4%,-3%,-1%[56.9 µM],-7,2%
COc1ccccc1-c1nc2ccc(Cl)cc2c(=O)n1O,-2%,1,·,0%,-11%,1%,13%,·,?

# Sorted by value in Vif-A3G inh (falling): 3 of the compounds above.
molecule,ERG-DNA inh,LDHA block,Vif-A3G inh,GRP78 ERSR act,RGS4 inh,D2 antag,ALOX12 inh
COC(=O)c1ccc(C)c(NC(=O)CCSc2ccccc2)c1,5%,-4,2%,-6%,-9%[11.4 µM],-4,0%
COc1ccccc1-c1nc2ccc(Cl)cc2c(=O)n1O,-2%,1,0%,-11%,13%,·,?
Cc1cc(N2CCC(C)CC2)n2nc(C)c(-c3ccccc3)c2n1,-1%,-12,-1%,-3%,-6%,-16,12%

# An excerpt (hit frequency here may not be typical).
